Bioassay records from PubChem.
CXCR6 block – inhibitors of human CXCR6 receptor; CHO-K1 PathHunter CXCR6 beta-arrestin, luminescence; inhibition, % at 20 µM; O00574; 360,000 tested, 0.36% active; in the data active = inhibition above about 34%, passing the limit was not always enough;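 note: antagonist mode with CXCL16 agonist at 10 nM final; 0% = 10 nM CXCL16 with DMSO and 100% = unstimulated wells without agonist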
697 NFkB inh – lowers PMA/ionomycin-induced NF-kB signal in 697 B cells. 697 B-cell NF-kB luciferase reporter, 16 h. inhibition, % at 4 µM. 330,000 tested, 0.33% active. AID 435022; in the data active = inhibition above about 35%
Jurkat NFkB inh – lowers PMA/ionomycin-induced NF-kB signal in Jurkat cells; PMA/ionomycin-induced NF-kB luciferase reporter, luminescence; inhibition, % at 4 µM; 330,000 tested, 0.53% active; in the data active = inhibition above about 50%
CCR6 antag – blocks CCL20-driven beta-arrestin recruitment at human CCR6; AID 493098; 340,000 tested, 0.49% active; CHO-K1 CCR6 PathHunter beta-arrestin, luminescence, CCL20-stimulated; inhibition, % at 20 µM;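 active = compounds whose inhibition of the agonist-driven luminescence signal at 20 µM reaches about 50%, limit read from the data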;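 note: cells stimulated with CCL20 at 14 nM final; plate controls were DMSO with CCL20 for no effect and DMSO without agonist for full effect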
Target sequence (P51684 whole entry, looked up): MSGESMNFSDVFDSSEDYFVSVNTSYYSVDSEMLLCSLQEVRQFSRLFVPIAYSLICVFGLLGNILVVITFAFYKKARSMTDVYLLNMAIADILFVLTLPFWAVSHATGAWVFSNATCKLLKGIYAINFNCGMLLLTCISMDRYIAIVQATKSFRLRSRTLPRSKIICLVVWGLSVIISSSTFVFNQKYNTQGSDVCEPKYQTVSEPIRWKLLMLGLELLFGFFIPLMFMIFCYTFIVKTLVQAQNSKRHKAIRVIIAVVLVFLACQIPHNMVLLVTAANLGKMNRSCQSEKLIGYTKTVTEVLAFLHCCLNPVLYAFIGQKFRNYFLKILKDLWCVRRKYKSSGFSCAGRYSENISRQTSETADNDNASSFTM
APJ antag – antagonists of human APJ apelin receptor; AID 2521; CHO-K1 APJ beta-arrestin complementation, luminescence; 330,000 tested, 0.32% active; P35414; inhibition, % at 20 µM;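 active = inhibition above about 40% at 20 µM, limit read from the data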;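 note: cells challenged with 10 nM apelin-13 agonist together with compound; plate controls were apelin-13 plus DMSO wells for no effect and DMSO wells lacking apelin-13 for full effect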
UBC13 inh – blocks human UBC13 polyubiquitin chain formation; P61088; AID 485273; 330,000 tested, 0.47% active; TR-FRET; inhibition, % at 20 µM; in the data active = inhibition above about 45%, passing the limit was not always enough; inconclusive = no clear call, values can overlap the other calls
Target sequence (P61088 whole entry, looked up): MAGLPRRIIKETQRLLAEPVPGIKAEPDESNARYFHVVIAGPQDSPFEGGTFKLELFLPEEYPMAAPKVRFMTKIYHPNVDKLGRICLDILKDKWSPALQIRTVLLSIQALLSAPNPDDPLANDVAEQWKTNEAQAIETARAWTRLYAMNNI
Gli-Sufu antag – Gli-Sufu pathway antagonism; Sufu-KO-LIGHT fibroblasts, Gli luciferase reporter luminescence; inhibition, % at 5 µM; 340,000 tested, 0.74% active;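 active = inhibition above about 55%, limit read from the data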;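 note: 0% = DMSO-treated cells and 100% = wells with medium but no cells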
EBI2 antag – antagonists of human EBI2 receptor; P32249; EBI2 beta-arrestin recruitment, luminescence, 7a,25-OHC stimulated; inhibition, % at 5 µM; 360,000 tested, 0.81% active; AID 651636; in the data active = inhibition above about 38%;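 note: enzyme fragment complementation signal reports receptor beta-arrestin coupling in cells; 0% = agonist plus DMSO wells and 100% = wells without agonist; some results beyond the cut were filed as inactive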
Target sequence (P32249 whole entry, looked up, the tested form may be a part): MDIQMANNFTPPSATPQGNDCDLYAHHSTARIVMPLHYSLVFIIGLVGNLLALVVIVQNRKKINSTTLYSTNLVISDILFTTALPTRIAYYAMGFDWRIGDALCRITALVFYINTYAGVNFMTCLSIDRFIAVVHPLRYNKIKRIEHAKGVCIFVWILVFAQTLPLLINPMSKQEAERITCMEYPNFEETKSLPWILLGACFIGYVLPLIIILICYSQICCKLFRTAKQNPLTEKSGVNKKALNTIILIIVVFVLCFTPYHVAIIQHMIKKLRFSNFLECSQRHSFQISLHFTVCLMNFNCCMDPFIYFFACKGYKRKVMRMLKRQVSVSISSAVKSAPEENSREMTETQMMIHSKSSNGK
The depositor's hits bear a star; ? = inconclusive; / = not tested or not shown.

SMILES	CXCR6 block	697 NFkB inh	Jurkat NFkB inh	CCR6 antag	APJ antag	UBC13 inh	Gli-Sufu antag	EBI2 antag
Cc1ccc(N2CC(C(=O)N3CCC(C(=O)Nc4cccc(Br)c4)CC3)CC2=O)cc1 (stereo unspecified)	-6	-1	8	4	6	6	-10	12
C/C(CC(=O)Nc1ccc(N(C)C)cc1)=N\NC(=O)c1cnccn1	-3	7	9	2	4	4	-2	-4
Cc1cc(NC(=O)CCC(=O)N(c2ccccc2)C(C(=O)NCC2CCCO2)c2cccnc2)no1 (stereo unspecified)	-6	13	-8	-5	-4	5	4	3
CCCCn1c(N)c(N(C(=O)CSc2nncn2-c2ccccc2)C2CCCC2)c(=O)[nH]c1=O	-3	/	/	-6	/	/	4	-6
ClC(=C\c1ccccc1)/C=N/N1CCN(c2ccccn2)CC1	-5	-73	-95	2	-6	-5	-45	6
O=C(C[n+]1cc(Br)cc(Br)c1)c1ccc(-c2ccccc2)cc1	-2	-4	-15	20	14	1	4	-1
Cc1ccccc1N=Cc1cc2c(cc1[N+](=O)[O-])OCO2	-6	6	-1	-2	-27	-15	-2	-2
COc1ccc(Cl)cc1Nc1nc2ccc(C)cc2n2cnnc12	-2	-4	-12	-17	-13	9	46	-20
CCC(C(=O)Nc1ccccc1)c1ccccc1 (stereo unspecified)	-6	20	13	14	4	5	1	-9
CC(=O)N(C)c1ccc(NC(=O)C(Sc2ccccc2)c2ccccc2)cc1 (stereo unspecified)	4	9	-16	1	-13	2	17	12
Nc1ccn([C@@H]2O[C@H](COS(=O)(=O)O)[C@@H](O)[C@H]2O)c(=O)n1	-4	-2	2	7	3	-4	13	-6
Cc1ccc(N(CC2CO2)S(=O)(=O)c2ccc([N+](=O)[O-])cc2)cc1 (stereo unspecified)	-13	9	0	-6	-45	2	-9	-10
O=Cc1ccc(OCCCOc2cccc3cccnc23)cc1	-5	0	-13	7	-44	-7	-17	3
Cc1ccc(S(=O)(=O)CCC(=O)OCC(=O)c2ccc(C)c(C)c2)cc1	-4	1	-6	-4	4	4	3	-10
Cc1ccccc1NC(=O)C(c1ccccc1)C1CCCC1 (stereo unspecified)	2	-8	1	17	14	-6	-4	0
COC(=O)Cc1cc(=O)n2[nH]c(C)nc2n1	-4	16	7	18	-7	5	9	-14
CCOc1ccc(N=Nc2c(=O)[nH]n3c(=O)cc(C)[nH]c23)cc1	16	-15	5	48	47*	-306	-1	7
COc1ccc(CN2CCN(Cc3ccco3)CC2)cc1	-4	2	-17	-5	-12	-3	40	16
CC(C)C(=O)N1CCN(c2ccccc2NC(=O)c2ccco2)CC1	11	-8	-7	-3	21	-2	0	-8
COC(=O)CCC/C=C1/SCC(NC(=O)c2ccccc2)C1O (stereo unspecified)	2	21	9	3	11	-3	5	-6
COn1c(=O)c(=O)n(OC)c2ccccc21	0	7	11	-5	13	0	32	-9
Cn1cccc1/C=C1\CCC/C(=C\c2cccn2C)C1=O	15	12	1	14	16	-157	-102	28
CCc1ccccc1N(CC(=O)N/N=C/c1ccc(OC(=O)OC)c(OC)c1)S(C)(=O)=O	0	7	-8	6	-17	-2	3	8
Fc1ccccc1-c1nc2c(s1)CCc1onc(-c3ccc(Br)cc3)c1-2	4	19	16	15	4	-5	-10	4
CCCN1C(=O)c2ccc(C(=O)Nc3cc(C)ccc3O)cc2C1=O	2	-79	2	2	-19	-20	-14	-5
COC(=O)C1=C(C)N(CCc2ccccc2)C(=O)/C1=C\c1ccco1	11	-14	26	7	19	-6	8	2
O=C(O)C1CCN(C(=O)COc2ccc3c(c2)oc(=O)c2ccccc23)CC1	3	17	6	2	11	14	3	2
O=C(CCS(=O)(=O)c1ccccc1)N(CCCN1CCOCC1)c1nc2ccccc2s1	13	-11	-28	8	6	5	-18	20
CCOC(=O)N1CCN(C(=O)CN(C)S(=O)(=O)c2ccc(OC)c(OC)c2)CC1	-1	5	12	-9	15	4	-4	6
O=C1NC2(c3ccccc3)NC(=O)NC2(c2ccccc2)N1 (stereo unspecified)	0	/	/	-5	/	/	-5	-6
COCc1nnc(NS(=O)(=O)c2c(C)cc(C)cc2C)s1	5	14	7	4	12	-5	7	-9
CC(C)c1ccc(S(=O)(=O)N2CCN(C(=O)C3CC3C)CC2)cc1 (stereo unspecified)	-1	1	20	4	-4	-5	8	-12
COc1ccccc1/C=C/C(=O)NCC(=O)N/N=C/c1ccc(C(=O)O)cc1	-3	3	11	11	20	-1	20	3
Cc1cccc(NC(=O)C2CC3CCC2C3)c1C (stereo unspecified)	-11	-6	-5	0	-9	-5	2	-6
COc1ccccc1NC(=O)N1CCCC1C(=O)Nc1ccc2c(c1)OCCO2 (stereo unspecified)	2	-14	-12	-4	5	-15	-8	8
O=C(CN1CCCCC1)N1CCCc2ccccc21	2	10	5	1	13	2	-6	3
Cc1ccc2oc(=O)c(/C=C(\O)CC(C)C)nc2c1	-10	-24	-1	2	-20	-11	2	-7
CC1(C)CC(=O)C=C(NC2CCCCC2)C1	-6	8	-8	1	8	-5	-9	3
O=[N+]([O-])c1ccc2cc[nH]c2c1	-1	/	/	7	/	/	8	-12
O=C(CN1C(=O)NC2(CCCC2)C1=O)N1CCCSC1=Nc1ccccc1	4	4	-5	8	-26	3	-6	-6
CCC1(c2ccc(F)cc2)NC(=O)N(CC(=O)c2ccc[nH]2)C1=O (stereo unspecified)	2	-20	-8	-5	7	-13	-5	0
CCN(CC(=O)NC1CCS(=O)(=O)C1)S(=O)(=O)c1ccc(C)c(C)c1 (stereo unspecified)	-6	14	7	-2	3	0	-10	-9
Cc1ccc(CNC(=O)c2cc(-c3ccccc3C)n(CC3CC(c4cccc([N+](=O)[O-])c4)=NO3)n2)cc1 (stereo unspecified)	1	13	13	13	1	-16	5	29
COc1ccc(NC(=O)CN2C(=O)C(C)SC(C)C2=O)c(OC)c1 (stereo unspecified)	-1	-15	-9	9	-6	-4	-7	10
CCOC(=O)C1=CN(Cc2cccc(F)c2)S(=O)(=O)N(CC)C1c1ccc(Br)cc1F (stereo unspecified)	2	3	/	35	/	/	10	4
Cc1cc(C(=O)COc2ccc(C#N)cc2)c(C)n1-c1ccc2c(c1)OCO2	-12	5	41	5	2	10	39	18
NC(=O)C1CCCN(S(=O)(=O)c2ccc(Br)cc2)C1 (stereo unspecified)	4	0	-9	-8	11	0	-1	-10
Cc1ccc(NC(=O)CN(C)S(=O)(=O)c2ccc(Cl)s2)c(O)c1	-8	-18	-32	15	-28	-12	-20	-6
Cc1ccc(N2C(=O)CC(Sc3nc(-c4ccccc4)c4cc(Cl)ccc4n3)C2=O)c(C)c1 (stereo unspecified)	5	23	2	-2	4	?	22	8
COc1ccccc1N1CCN(C(=O)CSc2nnc(-c3ccoc3C)o2)CC1	9	26	3	14	-15	6	19	-11
COC(=O)C(C)Sc1nc2c(c(=O)[nH]c(=O)n2C)n1CCCc1ccccc1 (stereo unspecified)	4	5	-9	7	-3	-2	4	10
Cc1cc2nnc(SCC(=O)Nc3cc(S(=O)(=O)N4CCOCC4)ccc3Cl)n2c2ccccc12	-7	6	0	4	-11	3	12	4
O=C(Nc1nnc(CCN2CCOCC2)s1)c1ccccc1	-1	-18	-6	4	-2	-6	6	-7
N#Cc1ccccc1OCC(=O)NCC1(N2CCCCC2)CCCCC1	10	6	3	-1	-8	0	34	4
O=[N+]([O-])c1cccc(-c2cc3ccccc3[nH]2)c1	4	-20	-34	14	11	8	8	-11
CN(C)S(=O)(=O)c1ccc(C(=O)NNC(=O)C23CC4CC(CC(C4)C2)C3)cc1	7	15	6	-4	-13	4	-10	-10
COc1cc(C=NNc2nc3c([nH]2)c(=O)n(C)c(=O)n3C)ccc1O	4	/	/	25	/	/	2	9
Cc1onc(-c2ccccc2)c1C(=O)Nc1ccc(Cl)c(S(=O)(=O)N2CCOCC2)c1	0	3	-3	2	-3	6	0	-1
CN(C)S(=O)(=O)c1cccc(C(=O)OCC(=O)NC2CCCc3ccccc32)c1 (stereo unspecified)	7	-5	8	9	5	0	-2	-1
CN(C(=O)Cc1c(C(=O)O)n(C)c2ccccc12)c1ccc(F)cc1	-8	-3	2	-1	-6	-5	0	-9

Remaining list, next part
SMILES	CXCR6 block	697 NFkB inh	Jurkat NFkB inh	CCR6 antag	APJ antag	UBC13 inh	Gli-Sufu antag	EBI2 antag
CC[N+]1=C(C)C(C)(C)c2cc(C)ccc21	8	-37	37	24	21	5	57*	-8
COc1ccc(Cl)cc1-c1nc(SCC(N)=O)n[nH]1	0	23	5	-4	4	-6	8	-1
CCn1ncc(Br)c1C(=O)N(C)C12CC3CC(CC(C3)C1)C2	-11	17	7	-9	9	10	-2	0
CN1CCN(CC(=O)Nc2c(C(=O)c3ccccc3)oc3ccccc23)CC1	-2	10	-17	20	17	3	12	6
COCc1c(C(=O)N/N=C/c2ccc(C)o2)nnn1-c1nonc1N	-7	5	8	2	28	-8	13	0
COc1ccc(NS(=O)(=O)c2ccc3oc(=O)ccc3c2)cc1	2	-19	5	18	16	-7	8	-1
CCNC(=O)COc1cc(C)c(Br)c(C)c1	6	4	7	-9	-11	4	6	-7
COc1ccc(C[C@H]2CN3C(=NC[C@@H]3Cc3ccccc3)N2C[C@H](C)NC(=O)CCC2CCCCC2)cc1	/	9	35	/	10	17	/	/
Cc1cccc(C)c1-n1c(SCC(=O)Nc2ccc(C(=O)O)cc2)nnc1-c1cccc(S(=O)(=O)N(C)C)c1	2	7	18	6	14	-7	0	3
CCCCN(CC)C(=O)Cc1c(C(=O)O)[nH]c2ccc(Cl)cc12	-4	-10	-20	7	7	-5	2	-6
COCCCNc1nc2ccccc2nc1NS(=O)(=O)c1ccc(C)c(C)c1	0	5	-14	5	0	-3	-1	-3
O=[N+]([O-])c1ccc(Cl)cc1N1CCCC1	-3	5	-1	16	-9	-20	0	3
CC1(C)Cc2nc(N3CCCC3)c(C#N)cc2CO1	-5	11	-7	15	3	5	8	-10
CCN(CC(=O)Nc1c(F)cccc1F)C(=O)c1cccc(S(=O)(=O)N2CCCc3ccccc32)c1	6	/	/	14	/	/	5	15
CC(C)CNC(=O)C(=O)Nc1cc2c3c(c1)C(C)C(=O)N3CCC2 (stereo unspecified)	-13	-45	-12	-1	-3	0	-8	-2
O=C(Nc1ccc(O)cc1C(=O)O)c1ccc(NC(=O)c2ccco2)cc1	4	-4	3	-9	-14	-9	-14	-5
Cc1cc(C(=O)COC(=O)c2ccccc2Br)c(C)n1CC1CCCO1 (stereo unspecified)	-4	-35	46	14	-18	-6	76*	6
COc1cc(CNCCNC(=O)c2nonc2N)ccc1OCc1ccc(Cl)cc1	-11	-32	-4	4	-1	1	9	-16
COCCCn1c(=O)/c(=C\c2ccccc2OC(F)F)s/c1=C(/C#N)C(N)=O	8	-29	-5	9	0	4	-3	13
O=C(CCCc1ccccc1)NCc1ccccc1	/	18	-1	/	-6	6	/	/
Cc1ccc(S(=O)(=O)N(C)CCCC(=O)Nc2ccc(C)cc2C)cc1	-7	4	-5	14	-20	-8	5	7
CCN(c1ccccc1)S(=O)(=O)c1cc(C(=O)OC2CCOC2=O)ccc1C (stereo unspecified)	-4	-7	-13	11	-4	-4	-3	-4
